# High-throughput results (PubChem BioAssay)
# CSN deneddyl inh = inhibitors of CSN-mediated cullin deneddylation, primary screen, biochemical, fluorescence polarization, uHTS; hit rate 0.38% among 360,000; COP9 signalosome complex subunit 5 (Homo sapiens), Q92905; inhibition, % at 12.5 µM; AID 651999, 2013; Purified CSN, SCF-Nedd8-OG deneddylation;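 active = pattern-corrected inhibition above about 35%, with an unprinted fluorescence ratio check between 0.5 and 1.5, limit read from the data, passing the limit was not always enough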;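 note: 0% = enzyme with substrate and 100% = substrate without enzyme; some results filed as inactive read as strong as hits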
#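 Assay system: purified human Csn5 enzyme expressed in HEK293T cells; Input: 0.24 nM Csn5 enzyme, final concentration; Reagent: 10 nM SCFSkp2-Nedd8OG; Compound dosing: 12.5 µM single point; Times: reaction 90 min, room temperature; Technique: fluorescence polarization readout.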
# Rpn11 inh = Rpn11 (PSMD14) deubiquitinase inhibitors, primary screen, biochemical, fluorescence polarization, uHTS | 26S proteasome non-ATPase regulatory subunit 14 (Homo sapiens), O00487 | human 26S proteasome, Ub4-pepOG fluorescence polarization; 20S core pre-blocked with epoxomicin | calls only at 20 µM | hit rate 0.59% among 360,000;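 active = inhibition at 20 µM, scaled to each plate's controls, above about 33%, limit read from the data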
# MT1-MMP act inh = blockers of MT1-MMP proenzyme processing, primary screen, HT1080 RFP-PRO-GFP cells, GFP/RFP fluorescence | GFP/RFP ratio fluorescence, overnight; percent of plate control window, DMSO zero | GFP/RFP ratio change, % at 20 µM | hit rate 0.061% among 360,000 | AID 651647, 2012;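 active = GFP/RFP ratio change of at least 30% with cell ATP level not reduced by more than half and red fluorescence within 50% of control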; note: strong numbers were not always called active
#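 Assay system: HT1080 RFP-PRO-GFP cells. Benchmarks: DMSO vehicle wells and RFP-L50D-GFP reporter cell wells. Times: overnight cell settling, then overnight compound exposure, 37 °C, 5% CO2. Compound: 20 µM single dose, 1% DMSO. Read-out basis: GFP/RFP fluorescence ratio.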
# PABP1 MLLE inh = inhibitors of PABP1 MLLE–PAM2 peptide binding, primary screen, biochemical, fluorescence polarization, FITC-PAM2, GST-MLLE; Polyadenylate-binding protein 1 (Homo sapiens), P11940; inhibition, % at 20 µM; hit rate 0.36% among 360,000; AID 588489, 2011; in the data active = inhibition above about 35%, passing the limit was not always enough;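 note: plate controls were DMSO wells with GST-MLLE for no effect and wells lacking GST-MLLE protein for full effect; some results filed as inactive read as strong as hits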
# Rin1-Abl PPI inh = inhibitors of Rin1-Abl protein binding, primary screen, biochemical, TR-FRET; Tyrosine-protein kinase ABL1 (Homo sapiens) + Ras and Rab interactor 1 (Homo sapiens), …; inhibition, % at 7.35 µM; hit rate 0.4% among 360,000; in the data active = inhibition above about 5%, passing the limit was not always enough
# E coli Lon inh = inhibitors of E. coli Lon protease, primary screen, biochemical, fluorescence polarization | hit rate 0.42% among 360,000 | purified E. coli Lon protease | inhibition, % at 7.94 µM | AID 602123, 2011; in the data active = inhibition above about 13%, passing the limit was not always enough;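 note: 0% = enzyme with probe and DMSO and 100% = no enzyme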
# FAS-TE inh = FAS thioesterase domain inhibitors, primary screen, biochemical, fluorescence intensity, uHTS; AID 602261, 2012; recombinant FAS-TE, OMFH fluorogenic substrate, fluorescence endpoint; Fatty acid synthase (Homo sapiens), P49327; hit rate 0.67% among 360,000; inhibition, % at 15 µM;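 active = compounds whose normalised, plate-corrected inhibition of enzyme fluorescence in the single-dose primary screen is 50% or more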;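 note: 0% = DMSO with enzyme and 100% = substrate without enzyme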
# MsrA inhibitor = bovine MsrA enzyme inhibitors, primary screen, biochemical, absorbance, HTS; purified bovine MsrA, absorbance read-out; inhibition, % at 15.5 µM; hit rate 0.75% among 360,000; in the data active = inhibition above about 4.5%;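 note: 0% = vehicle wells with enzyme and 100% = reference inhibitor wells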
# bovine MsrA act = bovine MsrA enzyme activators, primary screen, biochemical, absorbance, HTS. Methionine sulfoxide reductase A (Bos taurus). purified bovine MsrA, absorbance read-out. activation, % at 10.6 µM. hit rate 0.3% among 360,000. AID 602163, 2012; in the data active = activation above about 7.5%;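 note: 0% = vehicle and 100% = reference activator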
# The depositor's hits bear a star; i = inactive; . = no result given.
SMILES,CSN deneddyl inh,Rpn11 inh,MT1-MMP act inh,PABP1 MLLE inh,Rin1-Abl PPI inh,E coli Lon inh,FAS-TE inh,MsrA inhibitor,bovine MsrA act
Cc1cc(=O)[nH]c(SCCOc2ccc(OC(C)C)cc2)n1,-4,i,6,1,0,-9,-2,0.2,1
O=CNCC(=O)NCCc1ccc(Cl)cc1,1,i,8,-16,2,-1,-9,-0.9,-4
C/C(=N/NC(N)=S)c1ccccc1[N+](=O)[O-],-2,i,5,25,-4,-4,-6,1.0,0
CC1C(=O)C(C)C(c2cc(Cl)ccc2O)NC1c1cc(Cl)ccc1O (configuration not stated),1,i,0,-10,-2,-4,27,-0.5,-1
CN(C)/C=C(\C=O)c1cccc(Cl)c1,2,i,0,-4,-2,3,-7,0.4,-4
CCc1nnc(NC(=O)CSc2nc3[nH]ncc3c(=O)[nH]2)s1,4,i,3,-3,0,4,-5,-0.3,-5
C=CCOc1ccc(C2=NOC(C(=O)Nc3ccc4c(c3)OCCO4)C2)cc1 (configuration not stated),3,i,0,6,2,1,11,0.3,-2
Cc1c(NC(=O)/C(C#N)=C/c2c(Oc3ccccc3)nc3ccccn3c2=O)c(=O)n(-c2ccccc2)n1C,-5,i,1,6,2,8,-11,1.4,-5
Cc1ccc2c(c1)C(c1ccncc1)=NNC(c1ccccc1)=N2,1,i,-1,-9,2,-6,-6,-1.4,-2
Cc1nnc(SCC(=O)NNC(=O)COc2ccc(Cl)cc2)n1C,0,i,4,-14,0,1,-8,-0.4,-7
Cc1ccc(-c2nnc(SCC(=O)NNC(=O)COc3cccc(C)c3)n2C)cc1,-2,i,18,-13,4,-6,-12,-0.2,1
NC(=O)c1sc2nc3c(c(-c4ccccc4)c2c1N)CCC3,8,i,-3,23,-9,2,0,0.7,-3
Cc1nc2sccn2c(=O)c1S(=O)(=O)N1CCN(c2ccc(F)cc2)CC1,1,i,2,1,0,-4,9,2.2,-3
CC(C)C1NC(=S)N(Cc2ccccc2)C1=O (configuration not stated),-1,i,-1,-30,0,9,-5,-0.1,-3
CCCCSc1nnc(-c2ccc(NC(=O)CC)cc2)n1C,2,i,0,-86,3,-3,-9,0.2,-2
COc1ccc(S(=O)(=O)Cc2ccc(C(=O)NCCCN3CCc4ccccc4C3)o2)cc1,4,i,2,-3,-5,-5,-2,1.1,-4
C[C@]12C=CC(=O)C=C1CC[C@@H]1[C@@H]2[C@@H](O)C[C@@]2(C)[C@H]1CC[C@]2(O)C(=O)COC(=O)CCC(=O)O,4,i,-3,5,-2,4,-2,0.0,-3
Cc1nnc(SCC(=O)N(C)CC(=O)Nc2ccc(F)cc2)n1Cc1ccccc1,-3,i,1,-4,0,-1,-2,-0.7,-1
O=C(CCn1c(=O)sc2ccccc21)NCCC1=CCCCC1,-1,i,4,4,4,-5,5,0.4,1
CCCS(=O)(=O)NC(=O)C1(C)CCN(C(=O)c2cccs2)C1 (configuration not stated),-2,i,2,0,2,-3,-7,1.6,0
O=S1(=O)N=C2CCCCCN2C(c2ccccc2)N1 (configuration not stated),11,i,0,-8,1,2,-3,0.5,-3
O=c1nc2n(c3ccc(Br)cc13)CCS2,2,i,4,5,3,-1,-2,0.4,0
COc1ccccc1-n1cc(CN2CCN(C3CCCC3)C(CCO)C2)cn1 (configuration not stated),3,i,0,3,-1,0,-1,-0.6,-4
CCn1c(/C=C/c2c(C)n(CC)c3ccccc23)nc2ccccc2c1=O,9,i,-16,9,1,-1,-9,0.3,-3
O=C(CSc1nccc(-c2cccs2)n1)Nc1ccc(Cl)cc1,-5,i,2,-5,-1,0,31,0.2,-3
CC(=O)c1ccc(NC(=O)C(C)N(C)CC(=O)Nc2cccc(F)c2)cc1 (configuration not stated),-3,i,-5,8,-1,-2,-6,0.0,-7
O=C(C1CCCCC1)N1C[C@@H](O)[C@H](n2cc(-c3ccc(F)cc3)nn2)C[C@@H]1c1ccc(Cl)cc1,-2,i,2,3,-1,0,11,-0.2,-3
OCC1(Cc2ccc(F)cc2)CCCN(CCc2ccccc2)C1 (configuration not stated),11,i,1,-7,0,2,-3,-0.8,1
Cc1ccc(NC(=O)C(C)Sc2nnc3n2CCCCC3)cc1S(=O)(=O)N1CCOCC1 (configuration not stated),-2,i,-1,9,-1,-2,-5,-0.3,2
CCN(CC)S(=O)(=O)c1ccc(N=NC2=C(O)CCCC2=O)cc1,4,i,-6,7,2,-7,-10,0.2,-1
CCN(C#N)c1nc(NC(C)C)nc(NC(C)C)n1,4,i,1,-23,0,-1,-5,.,-6
CC(NC(=O)C1CCCC1)c1ccccc1 (configuration not stated),4,i,1,-1,-1,-4,-5,0.8,-5
CC(C)(C)OC(=O)NC(Cc1ccccc1)C(=O)N1CCCC1C(=O)O (configuration not stated),-1,i,-1,-5,-3,-6,-2,1.0,2
CCNC(=O)CCc1nc(-c2ccc(C)cc2)no1,96,i,-1,-6,-2,-8,-3,1.0,1
COc1cccc2[nH]c3c(=O)n(CCCN4CCOCC4)cnc3c12,1,i,6,17,-2,3,-6,2.0,-10
CCOc1ccc(-c2nnc(-c3cccs3)o2)cc1OCC,-4,i,2,6,0,-5,4,0.9,-2
O=C(NCC1CC1)[C@@H]1C[C@H]1[C@@H](NP(=O)(c1ccccc1)c1ccccc1)c1ccccc1,-3,i,1,5,1,2,-6,-1.3,-5
O=C(Nc1c(-c2ccc3c(c2)OCO3)[nH][nH]c1=O)c1cnccn1,-5,i,3,0,4,-6,-8,-0.2,-3
COc1ccc(NC(=O)C(c2ccc(C)cc2)N(C)C(=O)CC2NC(=O)NC2=O)cc1 (configuration not stated),4,i,-2,-2,2,-4,-12,0.7,-4
O=C1NC(NS(=O)(=O)c2ccccc2)(C(F)(F)F)C(=O)N1c1ccc(F)cc1 (configuration not stated),-2,i,4,15,4,3,-3,0.3,-8
Cc1ccc(N=Nc2ccc(O)c3ncccc23)cc1,6,i,.,12,3,0,4,-0.8,-2
CC1CCN(S(=O)(=O)c2nnc(NC(=O)COc3ccccc3F)s2)CC1,-3,i,-2,-11,-1,-1,-7,0.9,-8
Cc1ccc(NC(=O)C(OC(=O)c2cnc(C)cn2)c2ccccc2)c([N+](=O)[O-])c1 (configuration not stated),-2,i,-2,-1,-1,-9,1,1.9,-1
Cc1c(NC(=O)CCC(=O)N2CCOCC2)c(=O)n(-c2ccccc2)n1C,1,i,-1,9,-3,1,-12,0.1,-4
CCN(CC)S(=O)(=O)c1cccc(C(=O)Nc2cc(C)on2)c1,-1,i,1,-1,2,-10,1,-0.1,-1
COc1ccc(Cl)cc1S(=O)(=O)N1CCN(c2ccc(F)cc2)CC1,4,i,5,11,4,4,34,2.0,5
O=C(/C=C/c1ccccn1)c1cc(Br)ccc1O,2,i,-2,11,0,-3,-1,-0.4,-8
CC1CCCC(C)N1S(=O)(=O)c1ccc(NC(=O)CNC2CCCC2)cc1 (configuration not stated),4,i,-3,0,1,10,-4,0.2,0
C=CCn1c(=O)n(C)c2c(=O)n(C)c(=O)n(C)c21,2,i,1,-7,-2,-6,-6,-0.2,-12
CCCCC(c1nnnn1CCOC)N1CCN(Cc2ccccc2)CC1 (configuration not stated),1,i,-3,2,0,-7,-5,-1.3,-3
Nc1c(-c2ccc3c(c2)OCCO3)oc2ccccc2c1=O,-1,i,0,3,0,14,4,0.3,-5
O=Cc1ccc(Oc2nc(Cl)ncc2F)cc1,5,i,1,-12,-6,0,-2,-0.1,-1
CCOCCCNC(=O)C1CCCCN1S(=O)(=O)c1ccc(F)cc1 (configuration not stated),1,i,11,9,-7,-11,-3,-0.1,-2
COc1ccc(CNS(=O)(=O)c2c(C)[nH]c(C)c2C(=O)N2CCCC2)cc1,-2,i,2,0,1,12,-10,0.2,-2
CC1(C)N=C(/C=N/O)CN1O,1,i,0,7,3,4,-8,-0.7,-1
Cc1c(Cl)ccc2sc(NC(=O)CN3C(=O)c4ccccc4C3=O)nc12,2,i,2,-4,-1,-8,-1,0.4,0
O=C(NCc1ccc(F)cc1)c1ccc2c(=O)n3c(nc2c1)CCCCC3,-2,i,-2,3,-3,12,4,0.0,-1
Cc1ccc(-n2ncc(C(=O)NCC3CCN(C4CCCC4)C3)c2C2CCN(C(=O)OC(C)(C)C)CC2)cc1C (configuration not stated),-3,i,-6,-56,0,-10,-4,0.2,0
O=[N+]([O-])c1cc(-c2nnc(-c3ccccc3)o2)ccc1Oc1ccc(Cl)cc1,-2,i,2,-23,3,-5,-4,0.7,-4
Cn1ncc2c1ncn1nc(COc3ccc4ccccc4c3)nc21,-8,i,0,3,-3,8,-10,-0.3,-2

# (cont.)
SMILES,CSN deneddyl inh,Rpn11 inh,MT1-MMP act inh,PABP1 MLLE inh,Rin1-Abl PPI inh,E coli Lon inh,FAS-TE inh,MsrA inhibitor,bovine MsrA act
O=Cc1sc(=O)n(Cc2cccc(C(=O)O)c2)c1Cl,1,i,-45,-104,2,-14,15,0.4,-2
Cn1c(OCc2ccco2)nc2c1c(=O)n(Cc1ccc(Cl)c(Cl)c1)c(=O)n2C,1,i,-5,5,-1,-2,3,.,1
Cn1c2c(c(=O)n(C)c1=O)C(NC(=O)C(C)(C)C)(C(F)(F)F)C(=O)N2 (configuration not stated),-6,i,5,-2,2,-4,-5,-0.3,-3
CCc1ccc(NC(=O)/C(C#N)=C/c2ccncc2)cc1,-2,i,-2,-1,-1,-4,10,-0.7,-1
Cc1cc2nc(-c3ccc[nH]c3=O)n(Cc3ccccc3F)c2cc1C,4,i,-2,0,3,3,-4,0.8,0
Cc1ccc(C)c(N2CCN(C(=O)Cn3c(=O)[nH]c4ccsc4c3=O)CC2)c1,-2,i,3,8,-4,-10,10,-0.4,-3

# Hits appear at their usual frequency. About 3.7% of those tested had a hit in this group.
